Rab2A wt mod: changes GTP binding to wildtype dog Rab2A, up or down; GST-Rab2 wt beads, Bodipy-GTP binding, flow cytometry; GTP binding activity, % at 10 µM; 0.19% of 190,000 active; AID 760;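 active = GTP binding activity at least 20 points away from 100%, either lowered or raised; inconclusive = signal likely due to the compound's own green fluorescence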;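 note: 0% = beads with excess unlabeled GTP and 100% = no-compound control corrected for plate trend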
Cdc42 wt GTP: human Cdc42 wildtype GTP binding change, either direction. percent activity (GTP binding), % at 10 µM. AID 761. 0.2% of 190,000 active. GST-Cdc42 beads, Bodipy-GTP binding, flow cytometry; actives lie on both sides;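 active = percent activity GTP binding at least 20 points away from the 100% baseline, either down as inhibitor or up as activator; inconclusive = compound flagged as likely green fluorescent from well-wide comparison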;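 note: median bead fluorescence of bound Bodipy-FL-GTP at 100 nM; 0% = excess unlabeled GTP control and 100% = no compound control; below 100% means less GTP binding so inhibitor and above means activator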
Rac1 mut GTP: modulators of GTP binding to human Rac1 activated mutant; P63000; GST-Rac1 activated beads, fluorescent GTP binding, flow cytometry; actives lie on both sides; 100% means binding = to untreated wells; percent activity (GTP binding), % at 10 µM; 0.11% of 190,000 active; AID 764;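 active = GTP binding at least 20 percentage points away from the 100% baseline, in either direction, so actives lie on both sides; inconclusive = Compound likely fluorescent itself, or too few beads counted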
Rab7 wt modul: modulators of GTP binding to dog Rab7 wildtype GTPase | GST-Rab7 beads, fluorescent GTP binding, flow cytometry; actives lie on both sides; untreated = 100%, excess cold GTP = 0% | GTP binding activity (percent of control), % at 10 µM | 0.055% of 190,000 active | AID 758;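 active = fluorescent GTP binding to Rab7 beads changed by at least 20 points from the 100% baseline, either direction, mostly lower; inconclusive = compound itself probably fluorescent, or too few beads counted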;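 note: median green fluorescence of bound Bodipy-FL-GTP per Rab7 bead population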
HRas wt GTP: changes GTP binding to wildtype human HRas; P01112; 0.14% of 190,000 active; GST-Ras wt beads, Bodipy-FL-GTP binding, flow cytometry; actives lie on both sides; AID 759; GTP binding activity, % at 10 µM;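 active = GTP binding activity at least 20% away from the 100% baseline, either lowered as inhibitor or raised as activator; inconclusive = flagged as likely green fluorescent, judged across all proteins in the well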;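 note: 0% = unlabeled GTP competition control and 100% = no-compound control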
Target sequence (P01112 whole entry, looked up): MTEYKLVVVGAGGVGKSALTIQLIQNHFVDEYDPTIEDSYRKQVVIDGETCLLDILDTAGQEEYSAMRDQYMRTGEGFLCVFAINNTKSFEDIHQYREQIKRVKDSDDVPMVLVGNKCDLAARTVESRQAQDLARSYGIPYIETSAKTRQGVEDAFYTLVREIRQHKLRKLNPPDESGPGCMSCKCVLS
Bcl-XL Bim block: disrupts Bim peptide binding to human Bcl-XL; bead flow cytometry, fluorescence; inhibition, % at 10 µM; 0.04% of 190,000 active; AID 1007
Target sequence (Q07817 whole entry, looked up): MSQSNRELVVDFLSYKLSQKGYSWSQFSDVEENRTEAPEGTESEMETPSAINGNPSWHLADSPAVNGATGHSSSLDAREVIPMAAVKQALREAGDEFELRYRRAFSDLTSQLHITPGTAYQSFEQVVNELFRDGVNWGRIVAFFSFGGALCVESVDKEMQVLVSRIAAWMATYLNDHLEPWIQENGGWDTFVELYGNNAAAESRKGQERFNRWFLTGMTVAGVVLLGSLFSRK
Bcl-W Bim block: disrupts Bim peptide binding to human Bcl-W. Q92843. inhibition, % at 10 µM. bead-based flow cytometry. 0.02% of 190,000 active;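 note: 0% = bound tracer without compound and 100% = peptide blocker; higher means less fluorescent Bim peptide bound to Bcl-W beads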
Bim-Bcl-B: disrupts Bim peptide binding to human Bcl-B; Q9HD36; bead-based flow cytometry; inhibition, % at 10 µM; 0.073% of 190,000 active;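 note: 0% = tracer peptide without compound and 100% = reference inhibitor peptide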
Target sequence (Q9HD36 whole entry, looked up): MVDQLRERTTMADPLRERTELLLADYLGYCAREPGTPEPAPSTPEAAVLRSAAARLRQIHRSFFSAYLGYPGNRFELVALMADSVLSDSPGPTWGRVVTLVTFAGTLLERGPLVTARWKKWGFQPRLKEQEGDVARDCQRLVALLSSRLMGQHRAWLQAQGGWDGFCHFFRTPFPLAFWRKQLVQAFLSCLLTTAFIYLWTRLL
Rac1 wt modul: alters GTP binding to wildtype human Rac1; GST-Rac1 beads, fluorescent GTP binding, flow cytometry; actives lie on both sides; 0 = cold GTP competed, 100 = untreated; 0.27% of 190,000 active; P63000; GTP binding activity (% of control), % at 10 µM;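 active = GTP binding activity at least 20 points away from the 100% control level, either lower or higher; inconclusive = compound flagged as likely green fluorescent, judged across all proteins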
Bfl-1 Bim block: inhibitors of Bim-Bfl-1 interaction, human; Bead-based flow cytometry, Bim-Bfl-1 binding inhibition; inhibition, % at 10 µM; 0.12% of 190,000 active;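 note: 0% = wells without compound plus tracer and 100% = blocker peptide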
Bim-Bcl-2: human Bim-Bcl-2 interaction inhibition. Bead-based flow cytometry, Bim peptide-Bcl-2 binding. inhibition, % at 10 µM. 0.06% of 190,000 active; in the data active = inhibition above about 40%; inconclusive = no clear call, values can overlap the other calls;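 note: 0% = no compound wells with probe peptide and 100% = reference peptide inhibitor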
Target sequence (P10415 whole entry, looked up): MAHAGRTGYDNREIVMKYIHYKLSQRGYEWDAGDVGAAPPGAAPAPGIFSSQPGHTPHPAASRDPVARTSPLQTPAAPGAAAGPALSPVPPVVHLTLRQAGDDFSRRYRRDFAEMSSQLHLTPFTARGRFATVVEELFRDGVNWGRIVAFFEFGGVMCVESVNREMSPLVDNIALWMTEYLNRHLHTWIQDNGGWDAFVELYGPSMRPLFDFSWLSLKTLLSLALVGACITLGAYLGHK
* marks the source's active call; other numbers are inactive results; ? = inconclusive. Cut-off read from the data, not from the text of the source, unless noted: active = inhibition above about 40%. Not a hit list (roughly 0.62% active in at least one column).

SMILES	Rab2A wt mod	Cdc42 wt GTP	Rac1 mut GTP	Rab7 wt modul	HRas wt GTP	Bcl-XL Bim block	Bcl-W Bim block	Bim-Bcl-B	Rac1 wt modul	Bfl-1 Bim block	Bim-Bcl-2
COC(=O)CS(=O)(=O)c1cccc2cccnc12	102	101	97	108	102	-1	2	0	103	-6	0
CC12CCC(c3c1nc1ccccc1[n+]3[O-])C2(C)C (stereo not given)	99	100	102	100	97	-6	0	-1	99	-1	-3
CCC(C(=O)OC)n1c(-c2ccccc2)nc2ccccc2c1=O (stereo not given)	96	98	97	98	96	0	-1	-6	99	-9	0
COc1cc(/C=C/C(=O)N2CCN(c3n[nH]c(=O)[nH]c3=O)CC2)cc(OC)c1OC	100	100	95	103	100	2	0	0	102	-2	1
Cc1c(C(=O)N2CCCC2)sc(NC(=O)c2ccc(Cl)cc2)c1C#N	95	96	96	91	94	-6	-4	-4	97	5	13
c1ccc(C(c2nnnn2C2CCCC2)N2CCN(c3ccccc3)CC2)cc1 (stereo not given)	100	102	100	104	101	-2	2	-4	106	0	3
COc1ccccc1N1CC(C(=O)Nc2ccc3c(c2)OCO3)CC1=O (stereo not given)	95	99	97	97	95	0	1	-4	99	-6	-4
Cc1ccc(-n2c(N)c(C#N)c(-c3ccc(Cl)cc3)c(C#N)c2=O)cc1	105	106	99	102	105	0	-1	0	100	-1	-4
O=[N+]([O-])/C(N=Nc1ccccc1)=N\Nc1ccccc1	99	97	96	101	98	-2	-3	-3	105	-6	-1
Cn1c(=O)n(C)c2cc(S(=O)(=O)Nc3ccccc3)ccc21	100	97	97	107	101	-1	2	-2	102	-3	0
S=C(Nc1ccc2c(c1)OCO2)N1CCN(Cc2ccco2)CC1	100	97	95	108	99	-1	-4	-3	99	-2	1
CCN(CC)C(=O)CCCC(=O)N(CC)CC	102	98	97	104	101	-1	0	-2	100	-5	0
COc1ccc(OC(=O)CCN2C(=O)C3C4C=CC(C4)C3C2=O)cc1 (stereo not given)	101	98	98	101	99	-2	-2	-3	101	-1	-3
CCSc1ncnc2c1oc1ccccc12	101	101	98	98	103	0	6	-4	110	-13	-5
COc1cc(OC)cc(C(=O)Nc2ccc3c(c2)COC3=O)c1	101	100	99	102	99	-5	0	-6	102	-16	-10
NC(=O)C1CCN(Cc2nc3c(Br)cc(Br)cc3c(=O)[nH]2)CC1	90	91	94	94	96	-4	-1	-3	94	-5	-3
c1ccc(Nc2scc(-c3ccccc3)[n+]2Cc2ccco2)cc1	101	101	98	103	99	-6	-2	-8	100	-4	-2
COc1ccc(NC(=O)C2CCCN2C(=O)NCc2ccccc2)cc1 (stereo not given)	95	95	94	93	91	0	1	-4	94	0	-2
Cc1c(C(=O)NCC2CCCO2)oc2ccc(S(=O)(=O)N3CCCCC3)cc12 (stereo not given)	101	100	96	102	99	-3	-7	-5	105	-1	0
Fc1cccc2sc(Nc3nc4c(F)cccc4s3)nc12	97	99	99	98	101	-6	-4	-7	99	-1	-1
COc1ccc(C2C(=O)N(C3CCCCC3)CC(=O)N2CC2COc3ccccc3O2)cc1 (stereo not given)	96	100	95	98	99	1	2	-2	99	-12	-8
CC(C)CC(=O)NC1(C(F)(F)F)C(=O)Nc2c1c(=O)n(C)c(=O)n2C (stereo not given)	97	99	101	101	99	-1	0	-2	99	-1	0
CCCC1S/C(=N/N=C/c2ccc(OC)cc2)N(Cc2ccccc2)C1=O (stereo not given)	99	98	96	102	100	-3	-1	-9	106	-14	-11
Cc1nc(C)c(C(=O)C2=C(O)C(=O)N(CCN(C)C)C2c2cccs2)s1 (stereo not given)	99	98	98	100	100	-2	1	0	98	1	0

Pulled by compound from above (five):
SMILES	Rab2A wt mod	Cdc42 wt GTP	Rac1 mut GTP	Rab7 wt modul	HRas wt GTP	Bcl-XL Bim block	Bcl-W Bim block	Bim-Bcl-B	Rac1 wt modul	Bfl-1 Bim block	Bim-Bcl-2
NC(=O)C1CCN(Cc2nc3c(Br)cc(Br)cc3c(=O)[nH]2)CC1	90	91	94	94	96	-4	-1	-3	94	-5	-3
CCSc1ncnc2c1oc1ccccc12	101	101	98	98	103	0	6	-4	110	-13	-5
CC(C)CC(=O)NC1(C(F)(F)F)C(=O)Nc2c1c(=O)n(C)c(=O)n2C (stereo not given)	97	99	101	101	99	-1	0	-2	99	-1	0
COc1ccc(OC(=O)CCN2C(=O)C3C4C=CC(C4)C3C2=O)cc1 (stereo not given)	101	98	98	101	99	-2	-2	-3	101	-1	-3
COc1ccc(C2C(=O)N(C3CCCCC3)CC(=O)N2CC2COc3ccccc3O2)cc1 (stereo not given)	96	100	95	98	99	1	2	-2	99	-12	-8

Next section:
SMILES	Rab2A wt mod	Cdc42 wt GTP	Rac1 mut GTP	Rab7 wt modul	HRas wt GTP	Bcl-XL Bim block	Bcl-W Bim block	Bim-Bcl-B	Rac1 wt modul	Bfl-1 Bim block	Bim-Bcl-2
CCOc1cc(S(=O)(=O)N(CC)CC)ccc1F	99	104	102	99	101	0	1	-1	106	-5	-4
NC(=O)c1ccccc1N/C=C/C(=O)c1cccs1	98	103	98	99	100	-2	-4	-3	102	6	-17
Cc1cc(NC(=O)CN2CCN(S(=O)(=O)c3ccc4ccccc4c3)CC2)no1	97	99	97	100	100	-7	-3	-5	105	-9	-7
CCCc1nc(SCC(=O)N2CCc3ccccc32)c2c(C)c(C)sc2n1	104	104	101	100	104	-2	-2	-3	103	-1	-2
Cc1ccc(C(=O)Cn2c(-c3ccccc3)noc2=O)cc1	101	100	97	106	102	-2	-1	0	100	-3	-1
COc1cc2c3c(c1)c(C1=NC(=S)NC1=O)c(O)n3C(C)(C)C=C2C	97	98	99	98	95	-11	-2	-10	97	-14	-8
O=C1C(C=NCC2CCCO2)=C(O)c2ccccc21 (stereo not given)	98	101	96	96	99	3	3	-4	99	-9	-3
COc1ccc(CCNS(=O)(=O)c2cn(C)c(=O)n(C)c2=O)cc1	99	99	98	101	99	-3	-1	-8	102	-10	-7
Cc1cc(C)c2c(NC(=S)NC(=O)c3ccccc3)n[nH]c2n1	97	94	95	96	97	-3	-1	0	99	-2	-3
CC(=O)c1cc2c(cc1NC(=O)CSc1nc3ccc(C)cc3[nH]1)OCO2	97	101	98	101	98	-16	-12	-17	100	-19	-8
COc1ccc(C(c2nnnn2CCc2ccccc2)N2CCN(C3CCCC3)CC2)cc1OC (stereo not given)	101	102	98	101	100	-14	4	-8	103	-11	-4
Cn1c(=O)c2c(nc(SCc3ccccc3)n2Cc2ccc(Cl)cc2)n(C)c1=O	94	97	95	93	96	-3	-6	-12	101	-1	0
CCCC12CN3CC(C)(CN(C1)C3c1ccc(OC(C)C)cc1)C2=O (stereo not given)	101	104	97	98	104	-2	0	-1	100	-1	0
Cn1c(C(=O)NCCN2CCCCCC2)cc2c(=O)n(C)c3ccccc3c21	101	100	103	99	102	-3	3	-8	107	-7	-7
Cc1ccc(-c2nnn(CC(=O)N(Cc3ccco3)C(C(=O)NC3CCCC3)c3cccs3)n2)o1 (stereo not given)	99	96	99	101	101	-5	-6	-8	102	-3	-1
CC1CCCCN1CCCNC(=O)c1cc(Br)c(Br)[nH]1 (stereo not given)	97	101	99	96	99	-1	0	-4	102	-3	-1
COc1ccc(/C=N/n2cnnc2)cc1Cn1nc(C)c([N+](=O)[O-])c1C	98	95	97	109	97	1	0	-2	99	-4	1
Cc1nc2ccccc2c(=O)n1NC(=O)C1CCCCC1	93	94	92	94	93	0	6	6	88	5	0
CCn1cc([N+](=O)[O-])c(C(=O)N2N=C(c3ccc4ccccc4c3)CC2c2cc(Br)ccc2O)n1 (stereo not given)	100	100	102	98	104	-3	0	-7	105	3	-5
CC1=CC2=NC(=O)/C(=C\c3cccn3CCOc3ccc(C)c(C)c3)C(=N)N2O1	97	96	97	97	97	0	-1	-3	97	-17	-6
COCc1cc(=O)[nH]c(Nc2nc(C)c3ccccc3n2)n1	96	94	97	97	97	-4	0	-7	99	-14	-6
COc1ccc(NC(=O)CN(C)CC(=O)Nc2ccccc2SC)cc1Cl	102	100	99	98	100	-6	-3	1	103	-1	0
N#CC(C(=O)OCc1ccccc1)c1nc2ccccc2nc1N1CCOCC1 (stereo not given)	97	98	98	100	99	-1	-3	-4	100	-9	-4
CCC(=O)N(Cc1cc2cc(OC)ccc2[nH]c1=O)c1ccc(C)cc1C	100	100	99	98	101	-2	0	-1	101	-7	-5
CCOC(=O)c1sc(NC(C)=O)cc1C	100	96	94	101	96	-7	-1	-6	96	-8	-10
COc1ccc(C(=O)N(Cc2ccccc2)Cc2cc3cc4c(cc3[nH]c2=O)OCCO4)cc1	102	100	101	98	102	-4	-1	-1	100	-1	0
C/C=C(/C(=C/C)c1ccc(O)cc1)c1ccc(O)cc1	93	93	96	93	91	-3	-1	-9	94	3	0
Cc1cc(C)c2nc(C(F)(F)F)c(C#N)c(N)c2c1	94	97	92	93	97	-2	2	-8	92	-15	-13
COc1cc2ccccc2cc1C(=O)O	101	98	99	98	99	-4	-2	-8	101	-11	-9
CCN(CC)C(=O)CSc1nnc(-c2ccccc2)o1	105	104	102	107	104	-4	3	-2	107	-5	-1
CCOC(=O)N1CCN(C(=O)COc2cccc3c2CCN(Cc2ccccc2F)C3=O)CC1	97	97	97	99	98	-4	-3	-9	98	0	-5
CCSc1nnc(NC(=O)CSc2nnc(CNC(=O)c3ccccc3F)o2)s1	97	96	98	93	97	-2	-2	0	99	0	2
COc1ccc(-n2c(C)nc3cc(C(=O)NCc4ccc5c(c4)OCO5)ccc32)cc1	?	?	?	?	?	0	-1	-5	?	3	0
Cc1ccc(-c2noc(CCC(=O)NC3CCN(Cc4ccccc4)CC3)n2)cc1	102	101	99	99	102	-8	-1	-11	109	-15	-13
CCCS(=O)(=O)N1CCCC(c2nc(-c3cccc(OC)c3)no2)C1 (stereo not given)	94	95	94	93	95	-1	0	2	92	1	2
COc1ccc2oc(=O)c(C(=O)NCc3ccc4c(c3)OCO4)cc2c1	96	95	97	97	99	1	0	-1	100	4	5
CN(C(=S)NC(=O)c1ccc(Br)o1)c1ccccc1	102	104	101	100	103	-6	-5	-8	106	-2	-5
CC(/C=C1\N=C(SCc2ccccc2Cl)SC1=O)=C\c1ccccc1	100	97	98	100	101	-5	-1	-6	104	-9	-5
Cc1nc2nc[nH]n2c(=O)c1CCOC(=O)c1ccccc1F	94	96	97	98	96	1	0	-5	99	-4	-4
O=C(NC1CCCc2ccccc21)C(Cc1ccccc1)NS(=O)(=O)c1cccs1 (stereo not given)	100	105	99	100	101	-1	0	0	105	2	3
COCc1cc(C)nc(OCC(=O)N/N=C\c2cc(C)n(-c3cccc(C(F)(F)F)c3)c2C)c1C#N	96	98	96	98	96	-8	-5	-10	98	-22	-10
O=C(N/N=C/c1ccc([N+](=O)[O-])o1)c1cn(-c2ccccc2)nc1-c1ccccc1	83	89	92	96	85	-2	0	-6	82	-16	-3
CCCCCCNc1cc2n(c(=O)n1)CCc1cc(OC)c(OC)cc1-2	?	?	?	?	?	16	7	12	?	3	0
